OX1R antag – blocks the human orexin 1 receptor | CHO/OX1R cells, Fluo-8 calcium fluorescence, orexin A | AID 434989 | 0.43% of 330,000 active | O43613 | inhibition, % at 5 µM;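 active means inhibition above its plate's threshold, mean inhibition of all tested compounds on the plate plus 3 SD, cut at about 37% in these data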;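 further: 0% = orexin A challenge wells and 100% = SB-334867-A antagonist wells; not every result past the cut was called active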
Target sequence (O43613 whole entry, looked up): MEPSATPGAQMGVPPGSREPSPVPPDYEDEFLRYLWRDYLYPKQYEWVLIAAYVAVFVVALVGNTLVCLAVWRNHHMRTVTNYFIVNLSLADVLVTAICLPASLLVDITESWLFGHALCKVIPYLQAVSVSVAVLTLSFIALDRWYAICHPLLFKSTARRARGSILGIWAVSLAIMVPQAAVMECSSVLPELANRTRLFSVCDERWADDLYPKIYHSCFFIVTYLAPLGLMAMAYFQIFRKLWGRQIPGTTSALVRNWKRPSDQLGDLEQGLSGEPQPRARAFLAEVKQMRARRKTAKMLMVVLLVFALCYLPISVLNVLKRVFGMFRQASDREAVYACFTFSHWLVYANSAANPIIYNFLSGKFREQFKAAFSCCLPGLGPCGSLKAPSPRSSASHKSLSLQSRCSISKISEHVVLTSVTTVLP
CHT allo act – human CHT allosteric activation; 0.49% of 310,000 active; B-score at 10 µM; Q9GZV3; CHT-expressing cells, membrane potential dye, choline EC20; stronger effect = higher value; LV-AA mutant CHT in HEK293 cells;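 active means initial fluorescence not abnormally high and integrated response B-score, plate-corrected, over 3 SD above library mean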
Target sequence (Q9GZV3 whole entry, looked up): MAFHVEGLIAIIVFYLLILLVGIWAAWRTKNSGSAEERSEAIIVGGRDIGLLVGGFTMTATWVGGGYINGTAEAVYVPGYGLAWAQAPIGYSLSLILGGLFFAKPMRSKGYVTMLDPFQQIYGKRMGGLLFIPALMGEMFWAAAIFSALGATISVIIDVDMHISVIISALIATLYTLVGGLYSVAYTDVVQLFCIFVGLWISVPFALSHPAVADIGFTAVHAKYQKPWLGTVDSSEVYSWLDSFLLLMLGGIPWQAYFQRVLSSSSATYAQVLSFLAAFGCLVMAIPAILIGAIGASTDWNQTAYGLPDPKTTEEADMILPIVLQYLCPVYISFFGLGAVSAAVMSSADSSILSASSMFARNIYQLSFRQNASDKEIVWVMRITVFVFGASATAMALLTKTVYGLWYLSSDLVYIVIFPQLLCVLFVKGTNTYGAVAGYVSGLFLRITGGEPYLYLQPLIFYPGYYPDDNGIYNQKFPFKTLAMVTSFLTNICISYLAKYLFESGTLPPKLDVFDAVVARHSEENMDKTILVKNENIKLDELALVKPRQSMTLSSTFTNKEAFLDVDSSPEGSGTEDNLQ
Active calls of the source: *; i = inactive; / = not tested or not shown.

SMILES	OX1R antag	CHT allo act
O=C(N/N=C(\c1ccccc1)c1cccnc1)c1cccc(F)c1	6.1	i
COc1ccc(NC(=O)C(F)(OC)C(F)(F)F)c(OC)c1 (configuration not stated)	-7.1	i
Cc1cc(S(=O)(=O)N2CCOCC2)ccc1OCC(=O)N1CCC(C(N)=O)CC1	-11.3	i
COc1ccc(-n2cc(-c3ccccc3)c3c(NCCOCCO)ncnc32)cc1	-17.1	i
CS(=O)(=O)N(CC(=O)NCC1CCCO1)c1ccc(Cl)c(Cl)c1 (configuration not stated)	-5.0	i
CC(C)Cc1cc(C(=O)NCc2cccnc2)no1	-4.4	i
CC1=C(c2ccccc2)C(=S)NC(C)(C)C1	-11.3	i
COc1cc(C2SCC(=O)N2CCN2CCCCC2)ccc1O (configuration not stated)	-14.5	i
COC(=O)c1sccc1-c1ccc(C(=O)Nc2cccnc2)o1	2.5	i
CCN(CC)CCNC(=O)c1cc2c(=O)n(C)c3ccccc3c2n1C	-10.2	i
N/C(=N\OC(=O)c1ccc2c(c1)OCO2)c1ccc([N+](=O)[O-])cc1	-8.0	i
CCN(C(=O)c1cn(C)c(=O)c2cc(OC)c(OC)cc12)c1ccccc1C	-33.8	i
CC(=O)Nc1ccc(S(=O)(=O)n2cnc(C)c2)cc1	-6.6	i
Oc1ccc(C[C@H]2CNCCN2CCC23CC4CC(CC(C4)C2)C3)cc1	9.4	i
CCS(=O)(=O)N1CCC(C(=O)Nc2cc([N+](=O)[O-])ccc2C)CC1	-7.9	i
CC(CCc1ccccc1)NC(=O)CN1C(=O)NC2(CCCCC2C)C1=O (configuration not stated)	-11.4	/
COc1ccc(OC)c(N(CC(=O)N2CCC(C)CC2)S(=O)(=O)c2ccccc2)c1	-21.2	i
O=C(Nc1cccc(C(=O)O)c1)Nc1ccccc1Cl	4.0	i
COCCNC(=O)c1cccc(OC2CCN(Cc3ccccc3C)CC2)c1	-36.5	i
Cc1ccc(CNC(=O)CCNS(=O)(=O)c2cccc3nsnc23)cc1	-15.4	i
Cn1c(=O)c2c(nc(-c3ccccc3)n2C)n(Cc2ccccc2)c1=O	-26.7	i
CCOC(=O)N1CCN(c2nc3ccc(C(=O)c4ccccc4)cc3n3cnnc23)CC1	-21.4	i
C[C@H](NC(=O)c1ccco1)C(=O)Nc1cc(S(=O)(=O)N2CCCC2)ccc1OCC(F)(F)F	-3.3	/
NNC(=O)c1cc(O)c(O)c(O)c1	-4.8	i
Cc1cc(C)n(-c2nc(O)cc(=O)[nH]2)n1	0.9	i

Reprinted at random: 2 records from the list, in no set order.
SMILES	OX1R antag	CHT allo act
COC(=O)c1sccc1-c1ccc(C(=O)Nc2cccnc2)o1	2.5	i
COc1ccc(NC(=O)C(F)(OC)C(F)(F)F)c(OC)c1 (configuration not stated)	-7.1	i

Back to the main list, starting 4 compounds before the break.
SMILES	OX1R antag	CHT allo act
CCOC(=O)N1CCN(c2nc3ccc(C(=O)c4ccccc4)cc3n3cnnc23)CC1	-21.4	i
C[C@H](NC(=O)c1ccco1)C(=O)Nc1cc(S(=O)(=O)N2CCCC2)ccc1OCC(F)(F)F	-3.3	/
NNC(=O)c1cc(O)c(O)c(O)c1	-4.8	i
Cc1cc(C)n(-c2nc(O)cc(=O)[nH]2)n1	0.9	i
COc1ccc(OC)c(C2=NOC(C(=O)Nc3cc(C)on3)C2)c1 (configuration not stated)	-22.5	i
CCn1nccc1C(=O)Nc1ccc(Cl)cn1	-18.5	i
CC1(C)CC(=O)C(N=Nc2ccc(S(=O)(=O)N3CCCCCC3)cc2)=C(O)C1	-20.0	i
O=C(Cc1ccccc1)Nc1cccc(S(=O)(=O)N2CCCCCC2)c1	13.4	/
NS(=O)(=O)c1ccc(CCNCc2ccccc2OCc2ccc(F)cc2)cc1	-36.0	i
CNC(=O)NC(=O)CSc1nc2ccccc2n1CCOC	-6.4	i
COc1c2ccoc2c(OC[C@@H](OC(C)=O)C(C)(C)O)c2oc(=O)ccc12	-1.2	/
Cc1ccccc1S(=O)Cc1ccc(C(=O)NC2CCN(Cc3ccccc3)CC2)o1 (configuration not stated)	-46.6	i
O=S(=O)(c1cccc(-c2nnc(-c3ccc(Br)cc3)o2)c1)N1CCCCCC1	-16.8	i
COc1ccc2nc(N=NC3=C(O)CC(C)(C)CC3=O)sc2c1	-13.9	i
CCCC(=O)Nc1cc(C)c(NC(=O)Cc2ccccc2)cn1	-9.2	i
Cc1ncc2c(c1OC(=O)c1ccc([N+](=O)[O-])cc1)COC(C)(C)OC2	-13.7	i
CC(=O)NCC1(O)CCCC(C)C1 (configuration not stated)	-26.1	i
CCOC(=O)N1CCN(C(=O)CNC(=O)c2nn(-c3ccc(OC)c(OC)c3)c(=O)c3ccccc23)CC1	-13.9	i
CCCOC(=O)C1=C(C)N(C)C(=O)NC1c1cc2c(cc1[N+](=O)[O-])OCO2 (configuration not stated)	-23.3	i
CS(=O)(=O)Nc1ccc(C2=NN(S(C)(=O)=O)C(c3ccccc3)C2)cc1 (configuration not stated)	-9.9	i
CC(=O)Nc1ccc(SCCC2CCCCN2C)cc1 (configuration not stated)	-15.4	i
COC(=O)c1ccc(Cl)c(NC(=O)c2cccc([N+](=O)[O-])c2C)c1	-11.9	i
CN(C)CCCNc1ncnc2c1c(-c1ccccc1)cn2-c1ccccc1	-25.0	i
Cn1cccc1C(=O)NCC1CCCCC1	-21.6	i
CCSCCOC(=O)C1=C(C)NC2=C(C(=O)CCC2)C1c1coc2ccccc2c1=O (configuration not stated)	-23.3	i
COc1cc(O)c(C(CCN2CCCC(C)C2)c2ccc3c(c2)OCO3)c(OC)c1 (configuration not stated)	-16.1	i
NC(=O)c1c(-c2ccc(Cl)cc2Cl)csc1NC(=O)Cc1ccccc1	9.5	i
O=C(CSc1nc2nn(-c3ccccc3)c(=O)c-2c2n1CCCCC2)c1ccc(OC(F)F)cc1	-14.6	/
O=c1c2ccccc2nc2ccc(NCc3cccs3)nn12	-19.7	i
SMILES	OX1R antag	CHT allo act
CCOC(=O)C1CCCN(C(=O)c2cc3c(C)nc4ccccc4c3o2)C1 (configuration not stated)	-12.6	i
CCOc1ccc2nc(Cl)c(CN(C(=O)c3cnccn3)C3CCCC3)cc2c1	-17.4	i
CC(CN1CCC(n2nccc2NC(=O)CCCc2ccccc2)CC1)c1ccccc1 (configuration not stated)	/	i
Cc1ccsc1/C=C1\SC(N2CC(C)OC(C)C2)=NC1=O (configuration not stated)	-14.0	i
Cc1cnc(C(=O)Nc2ccc(S(=O)(=O)N(C(C)C)C(C)C)cc2)cn1	-10.7	i
Cc1ccc2c(c1)C(=O)CC(c1ccc3c(c1)OCCO3)O2 (configuration not stated)	-35.5	i
Cc1ccc2cc(CNC(C)C)c(=O)[nH]c2c1	-8.7	i
COc1ccc(C(=O)Nc2ccc(NC(=O)c3cccs3)cn2)cc1	-20.9	i
CCn1cc(C(=O)O)c(=O)c2cc(F)c(N3CCN(C(=O)Nc4ccccc4)CC3)cc21	8.8	i
CC(=O)N1CCN(CCN2C(C)=CC(=C(C#N)C#N)C=C2C)CC1	4.8	i
COc1ccc(CCn2c(C)cc(C(=O)CN3C(=O)C(=O)N(Cc4ccco4)C3=O)c2C)cc1	3.3	/
Cc1ccnc(NC(=O)C2CCCN(S(=O)(=O)c3ccc4[nH]c(=O)ccc4c3)C2)c1 (configuration not stated)	-12.4	i
C=C1CCN([C@@H](Cc2ccccc2)C(=O)N2CCOCC2)S(=O)(=O)c2ccccc21	-12.8	i
COc1ccc(-n2nnc3c(=O)n(CC(=O)N4CCCCC4)cnc32)cc1	-8.5	i
N#CCCN(C(=O)COC(=O)CCc1c[nH]c2ccccc12)c1ccc(F)cc1	-10.5	i
O=C(c1ccc(NS(=O)(=O)c2ccc3c(c2)OCCO3)cc1)N1CCCCC1	-13.7	i
NCCc1nnc(SCc2c(F)cccc2Cl)o1	0.9	i
O=c1c2c(nc3cc(-c4ccc(Cl)cc4)[nH]n13)CCS2	0.2	i
C=CCNC(=O)Nc1cc(Cl)ccc1OC	3.2	i
COc1ccc(CCNC(=O)C(=O)NCC2OCCN2S(=O)(=O)c2ccc3c(c2)OCCO3)cc1OC (configuration not stated)	-14.0	i
CC(=O)Nc1ccc(S(=O)(=O)NC2(C(F)(F)F)N=C(c3ccccc3)NC2=O)cc1 (configuration not stated)	2.7	i
Cc1ccc(C)c(NC(=O)CCC(=O)N/N=C/c2ccc3c(c2)OCO3)c1	-14.2	i
NC(=O)CN1C(=O)C(=O)N(Cc2ccc(Cl)cc2)C1=O	-13.3	i
CCCC1=Nc2cc(C(=O)NCCCN3CCOCC3)ccc2Sc2ccccc21	-42.3	i
CCc1ccc(NCc2nc3ccccc3c(=O)[nH]2)cc1	-20.4	i

Profiles, looked up by structure.
Cc1ccnc(NC(=O)C2CCCN(S(=O)(=O)c3ccc4[nH]c(=O)ccc4c3)C2)c1 (configuration not stated) reads OX1R antag = -12.4; CHT allo act = i
C=C1CCN([C@@H](Cc2ccccc2)C(=O)N2CCOCC2)S(=O)(=O)c2ccccc21 reads OX1R antag = -12.8; CHT allo act = i
O=c1c2c(nc3cc(-c4ccc(Cl)cc4)[nH]n13)CCS2 reads OX1R antag = 0.2; CHT allo act = i

(list continues)
SMILES	OX1R antag	CHT allo act
CC(=O)c1ccc(N2CCCC2)c(F)c1	-24.4	i
COC(=O)Cc1ccc(NC(=S)Nc2ccc(N3CCOCC3)cc2)cc1	-14.9	i
Cc1cccc2c(=O)c(-c3ccc4c(c3)OCO4)c(NC(=O)c3ccco3)oc12	-26.8	i
COc1cccc(/C=C/C(=O)NNC(=O)c2ccccc2)c1OC	-5.0	/
CN1CC(=O)N(C)c2nc(Br)n(C)c2C1=O	-4.5	i
O=C(c1cccc([N+](=O)[O-])c1)N1CCN(c2ccccn2)CC1	-4.7	i
Cc1ccc(S(=O)(=O)Cc2ccc(C(=O)N3CCN(c4ccc(F)cc4)CC3)o2)cc1	-46.4	i
Oc1ccc(Br)cc1CNn1cnnc1	-8.2	i
CCOc1nc(Nc2ccc(OC)c(Cl)c2)nc(OCC)n1	-32.0	i
Cc1cc2c(cc1S(=O)(=O)N1CCN(c3cccc(C(F)(F)F)c3)CC1)OCC(=O)N2	-7.3	i
O=C(CSc1ccc(Br)cc1)N1CCN(S(=O)(=O)c2ccccc2)CC1	-13.4	i
CN1CCN(C(=O)c2ccc3c(c2)N(C)C(=O)/C(=C/c2cccc(Cl)c2)S3)CC1	-19.6	i
CC(C)COc1cc(=O)[nH]c(SCC(C)C)n1	-37.2	i
CC(C)n1nnnc1SCC(=O)Nc1ccccc1N1CCOCC1	-11.8	i
O=c1[nH]n2c(=O)c3c([nH]c2c1N=Nc1ccccc1)CCC3	2.1	i
COC(=O)NCc1cccc(CNC(=O)OC)c1	-10.8	i
Cc1ccc(/C=N/NC(=O)c2ccc(-n3cnnn3)cc2)cc1	9.5	/
COc1ccc(CC2(CO)CCN(S(=O)(=O)c3sccc3C)CC2)cc1	-10.6	i
O=C(Cn1cc([N+](=O)[O-])ccc1=O)NCC(=O)Nc1ccc(F)c(F)c1F	-6.3	/
CCCC(=O)Nc1nc(-c2ccc(OC)cc2)cs1	-15.1	i
CC(=O)Oc1ccc2c(=O)c(/C=N/c3cc(=O)[nH]c(=S)[nH]3)coc2c1	-1.4	i
c1ccc(N2CCN(Cc3cn4ccccc4n3)CC2)cc1	-9.1	i
O=C(CP(=O)(O)CC(=O)c1ccccc1)c1ccccc1	-13.0	i
CCOC(=O)c1cnc(SCC(=O)c2ccc3c(c2)OCCO3)nc1N	-22.9	i
Cc1noc(C)c1COc1ccc(C(=O)OC(C)C(=O)Nc2ccc(N3CCOCC3)cc2)cc1 (configuration not stated)	-17.2	i

A different layout for some results above:
O=C(Cn1cc([N+](=O)[O-])ccc1=O)NCC(=O)Nc1ccc(F)c(F)c1F
  OX1R antag: -6.3
  CHT allo act: /
Cc1cc2c(cc1S(=O)(=O)N1CCN(c3cccc(C(F)(F)F)c3)CC1)OCC(=O)N2
  OX1R antag: -7.3
  CHT allo act: i

Further entries:
SMILES	OX1R antag	CHT allo act
Cc1coc2c1C(=O)C(=O)c1c-2ccc2c(C)cccc12	-10.4	i
CCOCCCNS(=O)(=O)c1ccc(-n2cnnn2)c(OC)c1	-13.2	i
CCc1cccc(NS(=O)(=O)c2ccc3c(c2)NC(=O)C(C)S3)c1 (configuration not stated)	21.3	i
COc1ccc(C(=O)COC(=O)CCCN=C2NS(=O)(=O)c3ccccc32)c(OC)c1	-19.2	i
CC(C)(C)[C@@H]1C=C(C(=O)N2CCN(Cc3ccccc3)CC2)O[C@H](OCc2ccc(CO)cc2)C1	-24.5	i
NC(=O)c1cnn(-c2cccc(Cl)c2)c1N	-6.3	i
Cn1c(-c2nnn(-c3ccc(F)cc3)n2)cc2ccccc21	-14.5	i
Cc1sc2nc(SCC(=O)NCCOCCO)n(C)c(=O)c2c1C	11.1	i
CCCN1CCN(C(=O)CCNC(=O)Cn2cnc3ccccc3c2=O)CC1	-13.0	i
Cc1nc(C)n(C(C)CNS(=O)(=O)c2ccc(Cl)cc2)n1 (configuration not stated)	0.7	i
COc1ccccc1NC(=O)COC(=O)c1ccc(N2CCCC2=O)cc1	-34.4	/
CCOc1cc(/C=N/NC(=O)C(OC)c2ccccc2)ccc1O (configuration not stated)	-23.8	i
O=C(NNC(=O)c1cc2ccccc2o1)c1ccncc1	10.4	/
COC(=O)c1ccc(NC(=O)CCN2C(=O)C3CC=CCC3C2=O)cc1 (configuration not stated)	-13.0	/
Cc1ccc(Cc2c(C)[nH]c(=S)[nH]c2=O)cc1	-15.0	i
COc1cc(/C=C/C(=O)O)cc(S(=O)(=O)Nc2ccc3cn[nH]c3c2)c1OC	5.5	/
Cc1cc(CNC(=O)CCc2nnc(CCCc3ccccc3)o2)nn1C	-9.9	i
COc1ccc(C2/C=C\CN(C(=O)C3CCCCC3)CC(=O)N2Cc2ccc(F)cc2)cc1 (configuration not stated)	-28.7	i
Cc1ccc([N+](=O)[O-])cc1S(=O)(=O)Nc1ccc(N2CCOCC2)cc1	-18.8	i

Random draw from the library, and some 0.83% of all compounds hit somewhere here.
